MCL1-BIM inh: inhibitors of MCL1 binding to BIM-BH3, primary screen, biochemical, fluorescence polarization | Induced myeloid leukemia cell differentiation protein Mcl-1 (Homo sapiens), Q07820 | GST-MCL1 / FITC-Bim-BH3 fluorescence polarization | inhibition, % at 10.9 µM | 320,000 tested, 0.68% active;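 active = inhibition above the mean inhibition of all tested compounds plus 3 SD, set per campaign, cut at about 40% in these data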;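 note: 0% = DMSO wells and 100% = unlabeled Bim-BH3 peptide control; higher means more loss of mP so more displacement of Bim peptide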
Target sequence (Q07820 whole entry, looked up): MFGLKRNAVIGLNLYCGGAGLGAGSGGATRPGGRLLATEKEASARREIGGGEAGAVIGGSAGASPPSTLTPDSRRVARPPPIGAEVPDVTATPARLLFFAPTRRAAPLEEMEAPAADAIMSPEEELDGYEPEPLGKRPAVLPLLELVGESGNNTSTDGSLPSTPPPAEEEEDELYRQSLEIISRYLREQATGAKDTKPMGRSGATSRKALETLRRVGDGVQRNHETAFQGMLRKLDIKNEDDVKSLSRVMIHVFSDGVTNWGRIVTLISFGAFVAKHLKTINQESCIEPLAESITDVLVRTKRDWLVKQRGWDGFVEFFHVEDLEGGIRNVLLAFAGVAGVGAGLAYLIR
GRK2 aptamer HTS: compounds blocking aptamer binding on GRK2 – biochemical, human GRK2, bead flow cytometry, HTS, primary screen. Beta-adrenergic receptor kinase 1 (Homo sapiens), P25098. 330,000 tested, 0.59% active. AID 488847, 2010. FAM-aptamer displacement from GRK2. inhibition of aptamer binding, % at 10 µM;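 active = inhibition of aptamer binding above 40%, roughly 3 SD of noise, on plates passing a quality check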;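 note: median bead fluorescence of bound FAM aptamer so fluorescent compounds give negative values; no value below 0 was filed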
AGP1-GFP MLPCN: modulators of AGP1-GFP expression in yeast TOR pathway, primary screen, cell-based, multiplex flow cytometry, S. cerevisiae, MLPCN library; 3 h; GFP as percent of DMSO wells; GFP response vs DMSO, % at 10 µM; 320,000 tested, 0.02% active; AID 2066, 2009;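 active = GFP response relative to DMSO above a set limit, near screen average plus 3 SD, cut at about 150% in these data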;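 note: median GFP channel fluorescence of the gated AGP1 strain per well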
GLD-1 RNA inh: GLD-1/TGE RNA complex disruptors, primary screen, biochemical, fluorescence polarization; Female germline-specific tumor suppressor gld-1 (Caenorhabditis elegans), Q17339; inhibition, % at 5.96 µM; AID 2280, 2010; 320,000 tested, 0.44% active; purified GLD-1 + fluorescein TGE RNA;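 active = percent inhibition above a per-plate cutoff, the plate mean of test compounds plus 3 SD, cut at about 30% in these data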;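 note: 0% = DMSO wells with GLD-1 and probe and 100% = wells lacking GLD-1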
Target sequence (Q17339 whole entry, looked up): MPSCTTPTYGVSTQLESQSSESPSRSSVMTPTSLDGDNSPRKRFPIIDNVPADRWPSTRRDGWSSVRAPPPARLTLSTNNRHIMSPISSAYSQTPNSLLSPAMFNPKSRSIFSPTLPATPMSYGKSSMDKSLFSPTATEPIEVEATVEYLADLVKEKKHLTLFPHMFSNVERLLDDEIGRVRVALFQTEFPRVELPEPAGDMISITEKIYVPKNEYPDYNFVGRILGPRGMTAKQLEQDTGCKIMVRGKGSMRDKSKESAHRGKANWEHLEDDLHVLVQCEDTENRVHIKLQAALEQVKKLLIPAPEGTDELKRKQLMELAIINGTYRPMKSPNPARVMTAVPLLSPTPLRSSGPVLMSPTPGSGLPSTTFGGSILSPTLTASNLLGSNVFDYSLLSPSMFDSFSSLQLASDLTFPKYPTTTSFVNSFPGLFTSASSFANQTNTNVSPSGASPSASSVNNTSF
CIT2-GFP yeast: modulators of CIT2-GFP expression in yeast, primary screen, S. cerevisiae, GFP fusion, multiplex flow cytometry, MLPCN library | S. cerevisiae CIT2-GFP strain, 3 h; 100 means same as DMSO wells | GFP response vs DMSO, % at 10 µM | 320,000 tested, 0.065% active | AID 2029, 2009;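 active = GFP response relative to DMSO above a set limit, near the screen mean plus 3 SD, cut at about 150% in these data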;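 note: ratio of well median GFP fluorescence to mean of DMSO wells on the plate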
VLA-4 inh: inhibition in human VLA-4 binding assay, primary screen, VLA-4 allosteric modulator project, MLPCN library, flow cytometry, VLA-4 expressing cells | Integrin alpha-4 (Homo sapiens), P13612 | ligand binding flow cytometry | inhibition, % (about 7 µM as worked out from the volumes in the protocol) | 330,000 tested, 0.2% active; in the data active = inhibition above about 50%
Fam108B counter: mouse Fam108B serine hydrolase inhibitors, primary screen, counter-screen for RBBP9 inhibitor project, biochemical, fluorescence polarization; AID 1947, 2009; inhibition, % at 9.51 µM; 300,000 tested, 0.33% active; recombinant Fam108B, FP-Rh probe fluorescence polarization;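 active = inhibition above the screen mean inhibition plus 3 SD, computed separately per campaign, cut at about 18% in these data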;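 note: inhibitors lower polarization as less probe binds the enzyme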
MEX-5 binding: MEX-5 zinc finger RNA-binding disruptors – biochemical, C. elegans, fluorescence polarization, MLPCN library, primary screen; Zinc finger protein mex-5 (Caenorhabditis elegans), Q9XUB2; MEX-5/FITC-TCR2 RNA binding; stronger effect = lower value; activity score (negative = inhibition of binding), % at 10 µM; 300,000 tested, 0.38% active; AID 1832, 2009;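 active = inhibition past about -25% in most replicates, and total fluorescence under double the plate's negative control median, limit read from the data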;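 note: 0% = DMSO and -100% = 5 µM competing unlabeled TCR2 RNA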
BCLXL inh: inhibitors of human Bcl-xL, primary screen, biochemical, fluorescence polarization, HTS; Bcl-2-like protein 1 (Homo sapiens), Q07817; GST-Bcl-xL / FITC-Bim BH3 peptide fluorescence polarization; inhibition, % at 10.9 µM; 320,000 tested, 0.7% active;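 active = inhibition above the mean of all tested compounds plus 3 SD, cutoff set per campaign, cut at about 30% in these data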;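 note: 0% = DMSO wells and 100% = unlabeled Bim-BH3 peptide competitor; inhibitors lower millipolarization by displacing the labeled peptide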
Target sequence (Q07817 whole entry, looked up): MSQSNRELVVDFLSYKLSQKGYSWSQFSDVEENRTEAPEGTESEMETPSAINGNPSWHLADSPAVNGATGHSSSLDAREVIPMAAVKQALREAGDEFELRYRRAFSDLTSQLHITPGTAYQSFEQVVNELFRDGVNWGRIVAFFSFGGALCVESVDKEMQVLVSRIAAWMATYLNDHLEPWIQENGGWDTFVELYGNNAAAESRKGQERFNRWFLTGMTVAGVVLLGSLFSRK
* = called active by the depositor; i = inactive; · = not tested or not shown; [ ] = another dose, or the depositor's remark.

SMILES	MCL1-BIM inh	GRK2 aptamer HTS	AGP1-GFP MLPCN	GLD-1 RNA inh	CIT2-GFP yeast	VLA-4 inh	Fam108B counter	MEX-5 binding	BCLXL inh
Cc1ccc(NCC(=O)N/N=C/c2c[nH]c3ccccc23)cc1	9	0	95	7	96	11	4	2.2	2
O=C(CSc1nnc(-c2ccc(F)cc2)o1)Nc1ccc(S(=O)(=O)N2CCCC2)cc1	0	0	102	7	97	0	1	-2.1	0
CCOC(=O)C(=O)Nc1ccc(S(=O)(=O)Nc2ncccn2)cc1	8	0	108	2	97	3	-3	0.7	0
O=C(CSc1nc(=O)n2ccccc2n1)NCc1ccccc1	1	4	111	4	95	4	2	0.1	4
Cc1cccc(NS(=O)(=O)c2cc([N+](=O)[O-])ccc2C)n1	4	2	96	-2	94	-2	2	0.5	4
COc1cccc(CNC(=O)CCC2CCCN(C(=O)C3CCOCC3)C2)c1 (stereo unspecified)	-1	1	104	1	103	4	7	-2.3	4
COc1ccc2[nH]c3c(c2c1)CCNC3c1ccc([N+](=O)[O-])o1 (stereo unspecified)	96*	17	132	37*	266*	i	9	-50*	87*
CCOC(=O)C1(Cc2ccccc2C)CCCN(C(=O)COC)C1 (stereo unspecified)	7	0	98	-1	98	-7	-3	-0.6	4
O=C(CCNC(=O)c1ccco1)Nc1ccc(SC(F)F)cc1	3	0	98	-1	94	-12	2	2.7	-1
Cc1cccc(NC(=O)N2CCC(n3nnc4cc(C)ccc43)CC2)c1	2	2	106	5	102	-4	0	0.9	5

Ordered by length of the SMILES (low to high): part of the list above
SMILES	MCL1-BIM inh	GRK2 aptamer HTS	AGP1-GFP MLPCN	GLD-1 RNA inh	CIT2-GFP yeast	VLA-4 inh	Fam108B counter	MEX-5 binding	BCLXL inh
CCOC(=O)C(=O)Nc1ccc(S(=O)(=O)Nc2ncccn2)cc1	8	0	108	2	97	3	-3	0.7	0
COc1ccc2[nH]c3c(c2c1)CCNC3c1ccc([N+](=O)[O-])o1 (stereo unspecified)	96*	17	132	37*	266*	i	9	-50*	87*
O=C(CSc1nnc(-c2ccc(F)cc2)o1)Nc1ccc(S(=O)(=O)N2CCCC2)cc1	0	0	102	7	97	0	1	-2.1	0

(continued)
SMILES	MCL1-BIM inh	GRK2 aptamer HTS	AGP1-GFP MLPCN	GLD-1 RNA inh	CIT2-GFP yeast	VLA-4 inh	Fam108B counter	MEX-5 binding	BCLXL inh
COC(=O)CN1C(=O)[C@H]2[C@@H](c3ccc(C)o3)N3C(=O)CN(Cc4ccccc4)C(=O)[C@@]3(C)[C@H]2C1=O	0	3	93	2	92	15	-1	1.0	5
COC(CNC(=S)Nc1ccc([N+](=O)[O-])cc1)OC	13	2	94	6	102	6	-2	0.1	5
COc1ccc2c(c1OC)C(=O)N(c1cccc(C(F)(F)F)c1)C2	9	4	91	0	92	8	-2	-1.1	3
O=C(Nc1nnc(-c2ccc(Cl)cc2)o1)Nc1ccccc1Cl	4	1	97	4	110	4	-2	3.0	-4
CCOC(=O)c1c(C)nc2cc(C)cc(C)n12	9	0	94	2	93	-9	2	-3.7	13
Cc1ccc(SCc2cc(-c3ccc(Cl)cc3)no2)cc1	11	2	96	-3	98	20	-4	-1.9	6
CC(=O)NC(=S)Nc1ccc(S(=O)(=O)N2CCOCC2)cc1	1	1	99	11	96	4	-2	0.1	1
COc1ccc(-c2cc3cc4c(cc3cn2)OCO4)cc1	·	41*	100	4	88	0	·	·	·
COc1ccc(NC(=O)C2CCN(C(=O)Nc3ccc(C)cc3)CC2)cc1OC	10	8	96	4	101	10	1	-2.0	2
O=C(Nc1ccc(F)cc1F)c1ccc(-n2cccn2)nc1	1	0	85	-3	101	2	-5	2.3	1
O=C(CCl)NC(Cc1ccccc1)c1ccccc1 (stereo unspecified)	5	0	110	1	108	3	2	2.5	5
O=C(C1CC1)N1CCN(S(=O)(=O)c2ccc3c(c2)OCCO3)CC1	0	3	109	-3	112	4	-1	0.5	2
CCOC(=O)[C@@H]1[C@H]2COc3ccccc3[C@H]2N2C(=O)N(c3ccccc3)C(=O)[C@]12C	-2	5	96	0	95	-15	6	1.2	-2
O=C(O)c1ccc(S(=O)(=O)c2ccc3c(c2)C(=O)N(NC(=O)c2cccnc2)C3=O)cc1	5	0	104	5	98	-2	1	-0.9	9
O=C(Nc1ccc(-c2csnn2)cc1)C1CC1	-1	3	98	-1	90	5	2	2.4	2
O=C(Nc1ccccc1N1CCOCC1)c1cnccn1	-8	7	94	4	98	0	0	0.1	-2
CC1(C)CC1C(=O)Nc1ccc([N+](=O)[O-])cc1Br (stereo unspecified)	0	0	100	0	99	0	2	-1.5	4
Cc1ccnc(NC(=O)Cn2cc([N+](=O)[O-])cn2)c1	0	2	98	7	97	3	-1	·	-2
COc1ccc(C2(C)CC(=O)NC2=O)cc1 (stereo unspecified)	-9	0	95	0	95	6	0	2.5	2
COc1ccccc1NS(=O)(=O)c1cccc(C(=O)NNC(=O)c2ccc(=O)[nH]c2)c1	-2	3	100	-4	101	22	·	·	2
COCCN(Cc1ccccc1)C(=O)c1cccc(S(=O)(=O)N(C)c2c(C)n(C)n(-c3ccccc3)c2=O)c1	4	0	103	9	101	-1	-2	-1.0	0
CC(=O)Nc1ccc(OCC(=O)NC(C)c2ccc(F)cc2)cc1 (stereo unspecified)	-5	0	101	-4	98	1	0	-0.7	-11
O=C(CN(C(=O)CCC(=O)Nc1nccs1)c1ccc(F)cc1)NCc1ccco1	10	2	95	-2	98	0	4	1.5	2
O=[N+]([O-])c1nn(-c2ccc3c(c2)OCCO3)n(O)c1=NCCCO	10	0	100	2	115	2	-2	1.6	4
Cc1ccc(/C=C/C(=O)N2CCN(c3cccc(C(F)(F)F)c3)CC2)cc1	2	1	97	1	99	8	-2	-0.1	0
O=C(Nc1ccc(Cl)cc1Cl)c1n[nH]c(Cn2cncn2)n1	3	3	83	-3	90	-1	-1	0.9	4
Cc1ccc(OCCCCn2ccnc2)c(Cl)c1	11	0	101	-1	106	0	1	2.7	8
Cc1nc2ccccc2n1CCc1nc2c3ccccc3nc(SCC(=O)NCc3ccco3)n2n1	0	0	·	4	100	i	-58	0.4	-7
COc1ccc(-n2c(CNC(=O)c3cccs3)n[nH]c2=S)cc1	3	2	97	2	105	9	2	0.0	-2
O=C(COc1ncnc2c1cnn2-c1ccccc1)Nc1ccc(S(=O)(=O)N2CCCCC2)cc1	-1	0	107	-3	99	18	-13	1.5	1
Cc1cc2c(cc1C)NC(c1nc3ccccc3[nH]1)C1=C(CC(C)(C)CC1=O)N2 (stereo unspecified)	6	0	89	-2	101	0	3	0.8	4
O=C1c2cccnc2C(Nc2ccc(Br)cc2)N1Cc1cccs1 (stereo unspecified)	0	11	98	10	104	0	0	0.7	1
O=C(CNC(=O)c1ccco1)NC1CCCCCC1	1	1	98	-6	84	-6	4	-0.2	0
COCCCN(C(C)=O)c1nc(-c2ccccc2)cs1	3	0	92	-1	79	0	-6	0.0	-1
COC(=O)c1cc(S(=O)(=O)NCCc2ccc(C)cc2)c[nH]1	-3	0	101	7	106	-4	1	-0.8	5
CN(C(=O)c1ccc(N2CCCCC2)c([N+](=O)[O-])c1)C1(C)CCS(=O)(=O)C1 (stereo unspecified)	5	3	97[may fluoresce green]	-4	95[may fluoresce green]	-33	3	3.5	10
COc1ccc(C2=CC(=O)C[C@H](c3ccc(F)cc3)C2)c(F)c1F	0	2	98	5	98	23	·	·	4
Cc1ccccc1Cn1c(-c2cncs2)nc2ccccc21	2	7	91	-6	90	4	-1	-1.5	1
Cn1cccc1C(=O)NNC(=O)COc1ccc(C#N)cc1	-4	0	99	1	96	-3	·	·	-1
COc1cccc2c(=O)c3ccoc3n(C)c12	1	2	104	-3	97	-6	0	0.7	-3
CN(CC(=O)Nc1ccc(Cl)c(C(F)(F)F)c1)C(=O)CCNC(=O)c1ccco1	2	6	93	9	92	-19	-2	1.9	-2
CN1C(=O)c2ccccc2Sc2ccc(NC(=O)N3CCOCC3)cc21	-4	1	108	8	110	7	-6	-2.5	4
Cc1cc(=O)oc2cc(OCC#N)ccc12	5	1	102	6	102	0	1	-1.4	7
CN1CCN(c2ccccc2NC(=O)c2ccc(Br)o2)CC1	-3	0	·	4	94	-8	0	-1.5	-4
CCOC(=O)c1ccc2nc(C)cc(Nc3cccc(C(=O)O)c3)c2c1	5	0	104	8	98	25	-3	0.5	6
NS(=O)(=O)c1ccc(CCNC(=O)c2ccc3c(c2)N(Cc2ccccc2)CCS3)cc1	9	0	101	13	100	-11	1	1.2	5
CSc1ncc(C(=O)Nc2ccc(C(C)=O)cc2)c(-c2ccccc2)n1	-7	8	100	-8	99	6	-6	-2.6	-6
O=[N+]([O-])c1cccc(CNc2ccc3c(c2)CCC3)c1	11	1	89	4	81	-3	11	-0.5	7
CCN(CC)S(=O)(=O)c1ccc(-c2nnc3sc4cccc(C)c4n23)cc1	-8	1	105	6	101	35	0	-3.7	-6
COc1ccc(CNc2ccc(Cl)cc2)cc1Cn1ccnc1	0	4	100	3	105	8	0	-4.7	2
(list continues)
SMILES	MCL1-BIM inh	GRK2 aptamer HTS	AGP1-GFP MLPCN	GLD-1 RNA inh	CIT2-GFP yeast	VLA-4 inh	Fam108B counter	MEX-5 binding	BCLXL inh
N/C(=N\S(=O)(=O)c1ccc(Cl)s1)c1ccccc1	4	3	102	-4	96	8	3	-1.1	4
Nc1[nH]n2c(=O)cc(-c3ccccc3)nc2c1N=Nc1ccc2c(c1)OCO2	13	1	102	4	93	7	12	3.2	2
CC(=O)Nc1cccc(C(=O)OC(C)C(=O)NC(=O)NC2CCCCC2)c1 (stereo unspecified)	-7	2	105	5	98	-4	1	-2.1	1
CCc1nc(Nc2ccc3c(c2)OCCO3)c2oc3ccccc3c2n1	4	0	89	4	103	15	11	-3.0	4
CCCCCC(=O)N1CCCCC1	5	6	108	-8	107	12	-1	-0.9	6
Cc1ccsc1C(C(=O)NC1CCCCC1)N(C(=O)c1csnn1)C1CC1 (stereo unspecified)	3	0	97	7	99	18	0	1.3	-2
O=C(CSc1ccccc1)OCC(=O)N1CCN(C(=O)c2ccco2)CC1	10	6	96	-2	94	-23	·	·	4
O=C(NCc1cccs1)C(=O)NCC(c1ccco1)N1CCN(c2ccccc2)CC1 (stereo unspecified)	4	1	99	-7	102	1	-3	0.0	7
Cc1ccc2cc(/C=N/NC(=O)CN3CCCCC3)c(Cl)nc2c1	-2	0	100	12	98	-7	1	-1.4	-1
CCOC(=O)COc1ccc(C)cc1-c1ccno1	-1	1	110	3	98	9	-1	1.8	-2
CC(C)CCNC(=O)C(c1cccnc1)N(CCc1ccccc1)C(=O)Cn1nnc2ccccc21 (stereo unspecified)	1	3	106	-6	103	5	-1	-0.5	2
CCS(=O)(=O)c1nc(S(=O)(=O)c2ccc(Cl)cc2)c(NCCCN2CCOCC2)s1	1	0	100	-4	99	4	-2	1.1	-2
COCCCC1CCN(C(=O)C2CCC(=O)N(C3CCCCCC3)C2)CC1 (stereo unspecified)	·	0	96	·	94	1	·	1.1	·

Bioassay records: PubChem BioAssay, several laboratories
